High-throughput results as filed in PubChem BioAssay.
EBI2 block: EBI2 receptor antagonists, beta-arrestin recruitment, primary screen, cell-based, luminescence, 7a,25-OHC stimulation, uHTS | inhibition, % at 5 µM | AID 651636, 2012 | 360,000 tested, 0.81% active | G-protein coupled receptor 183 (Homo sapiens), P32249 | 7a,25-OHC stimulated; in the data active = inhibition above about 38%;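 also: enzyme fragment complementation signal reports receptor beta-arrestin coupling in cells; 0% = agonist plus DMSO wells and 100% = wells without agonist; some results beyond the cut were filed as inactive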
Jurkat NFkB inh: inhibitors of induced NF-kB luciferase reporter, primary screen, TCR NF-kB activation inhibitor project, cell-based, luminescence, uHTS; Jurkat, PMA/ionomycin-induced NF-kB luciferase reporter; inhibition, % at 4 µM; 330,000 tested, 0.53% active; in the data active = inhibition above about 50%
UBC13 inh: UBC13 polyubiquitin chain formation inhibitors, primary screen, biochemical, TR-FRET, uHTS. Ubiquitin-conjugating enzyme E2 N (Homo sapiens), P61088. inhibition, % at 20 µM. 330,000 tested, 0.47% active; in the data active = inhibition above about 45%, passing the limit was not always enough
Target sequence (P61088 whole entry, looked up): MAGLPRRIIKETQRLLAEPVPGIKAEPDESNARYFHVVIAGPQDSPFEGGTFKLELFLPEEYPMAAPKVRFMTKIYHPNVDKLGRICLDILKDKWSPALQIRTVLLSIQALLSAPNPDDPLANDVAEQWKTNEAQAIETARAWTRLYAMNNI
CCR6 antag: CCR6 receptor antagonists, primary screen, cell-based, CHO-K1, luminescence, beta-arrestin, uHTS; C-C chemokine receptor type 6 (Homo sapiens), P51684; CHO-K1 CCR6 PathHunter beta-arrestin, CCL20-stimulated; inhibition, % at 20 µM; 340,000 tested, 0.49% active;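 active = compounds whose inhibition of the agonist-driven luminescence signal at 20 µM reaches about 50%, limit read from the data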;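 also: cells stimulated with CCL20 at 14 nM final; plate controls were DMSO with CCL20 for no effect and DMSO without agonist for full effect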
APJ antagonist: antagonists of human apelin receptor APJ, primary screen, CHO-K1 cells, beta-arrestin complementation, luminescence. inhibition, % at 20 µM. P35414. AID 2521, 2010. 330,000 tested, 0.32% active;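 active = inhibition above about 40% at 20 µM, limit read from the data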;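 also: cells challenged with 10 nM apelin-13 agonist together with compound; plate controls were apelin-13 plus DMSO wells for no effect and DMSO wells lacking apelin-13 for full effect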
Target sequence (P35414 whole entry, looked up): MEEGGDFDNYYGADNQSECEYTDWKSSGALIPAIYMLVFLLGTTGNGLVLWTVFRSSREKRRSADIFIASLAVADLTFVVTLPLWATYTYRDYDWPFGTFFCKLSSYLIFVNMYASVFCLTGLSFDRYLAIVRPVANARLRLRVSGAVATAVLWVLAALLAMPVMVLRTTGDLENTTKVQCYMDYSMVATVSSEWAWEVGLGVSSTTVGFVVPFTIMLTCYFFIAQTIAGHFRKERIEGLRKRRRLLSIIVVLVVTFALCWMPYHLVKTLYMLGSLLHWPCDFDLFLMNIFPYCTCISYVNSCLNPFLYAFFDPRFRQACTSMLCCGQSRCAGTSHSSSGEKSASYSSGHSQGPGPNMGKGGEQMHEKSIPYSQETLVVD
697 NFkB inh: inhibitors of PMA/ionomycin-induced NF-kB reporter, 697 cells, primary screen, B-cell NF-kB inhibitor project, cell-based, luminescence, uHTS; 697 B-cell NF-kB luciferase reporter, 16 h; inhibition, % at 4 µM; 330,000 tested, 0.33% active; AID 435022, 2010; in the data active = inhibition above about 35%
CXCR6 inh: CXCR6 receptor inhibitors, primary screen, cell-based, beta-arrestin, luminescence, CHO-K1 PathHunter, 1536-well; C-X-C chemokine receptor type 6 (Homo sapiens), O00574; inhibition, % at 20 µM; 360,000 tested, 0.36% active; AID 602244, 2012; in the data active = inhibition above about 34%, passing the limit was not always enough;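 also: antagonist mode with CXCL16 agonist at 10 nM final; 0% = 10 nM CXCL16 with DMSO and 100% = unstimulated wells without agonist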
Target sequence (O00574 whole entry, looked up): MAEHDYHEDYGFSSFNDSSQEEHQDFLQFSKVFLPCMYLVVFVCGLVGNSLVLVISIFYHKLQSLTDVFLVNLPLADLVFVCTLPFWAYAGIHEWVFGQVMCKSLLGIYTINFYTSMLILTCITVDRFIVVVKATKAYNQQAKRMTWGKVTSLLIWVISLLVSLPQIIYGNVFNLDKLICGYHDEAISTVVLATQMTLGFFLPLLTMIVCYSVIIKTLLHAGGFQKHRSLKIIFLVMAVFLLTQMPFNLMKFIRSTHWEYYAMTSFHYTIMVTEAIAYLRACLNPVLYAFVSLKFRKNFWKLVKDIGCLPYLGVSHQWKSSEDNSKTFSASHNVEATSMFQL
Gli-Sufu block: Gli-Sufu pathway antagonists, primary screen, luciferase luminescence, Sufu-KO-LIGHT cells, uHTS; Sufu-KO-LIGHT fibroblasts, Gli luciferase reporter luminescence; inhibition, % at 5 µM; 340,000 tested, 0.74% active; AID 588413, 2011;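 active = inhibition above about 55%, limit read from the data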;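 also: 0% = DMSO-treated cells and 100% = wells with medium but no cells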
* marks the source's active call; other numbers are inactive results; x = no result given.

SMILES	EBI2 block	Jurkat NFkB inh	UBC13 inh	CCR6 antag	APJ antagonist	697 NFkB inh	CXCR6 inh	Gli-Sufu block
CCCCCn1c(CN2CCN(C(=O)OCC)CC2)nc2c1c(=O)n(C)c(=O)n2C	0	1	-3	8	7	11	2	6
COc1ccc(NC(=O)C/C(C)=N/NC(=O)C(=O)NC(C)C)c(OC)c1	-13	-11	2	6	1	6	-2	-1
Cc1ccc2[nH]c(C(=O)N/N=C/c3ccccc3C(=O)O)c(-c3ccccc3)c2c1	10	13	-7	6	14	0	10	1
O=C(Cc1ccccc1)NCCC1=CCCCC1	-3	15	10	14	5	12	-5	-6
Cc1[nH]n(C(C)(C)C)c(=O)c1Sc1ccccc1	-3	-16	5	-17	1	6	-12	2
CCCc1nnc(NC(=O)CCC(=O)NCc2ccc(Cl)cc2Cl)s1	15	-2	2	14	12	9	3	0
COc1ccc(C(=O)C2CCCN(C(=O)c3noc4c3CCCC4)C2)cc1F (stereo unspecified)	0	2	6	0	-2	2	2	-3
Cc1cc(C)nc(N2CCC(C(=O)NCCc3ccccc3)CC2)n1	5	7	-6	2	-2	-2	-2	1
CN(CC(=O)Nc1ccc(Cl)c(Cl)c1)C(=O)C1CCCC1	-7	-11	21	-8	3	10	0	-9
CCC(=O)Oc1ccc2c(c1)O/C(=C\c1ccco1)C2=O	6	20	-1	17	5	14	5	-1
O=C(NCCN1CCOCC1)c1cc2cc([N+](=O)[O-])ccc2s1	2	5	4	7	1	30	-2	0
CCOC(=O)c1[nH]c(C)c(C(=O)OCC(=O)N(C)C2CCS(=O)(=O)C2)c1C (stereo unspecified)	-2	-13	-1	10	4	-9	-1	-8
Cc1ccc(S(=O)(=O)N(C)c2ccc(OCC(=O)Nc3nnc(C4CC4)s3)cc2)cc1	-4	x	x	2	x	x	2	3
Cc1cc(F)c(F)c(C(=O)N2CCOCC2)c1	0	13	3	-8	-5	5	4	1
CCCCC(=O)Nc1sc2c(c1C(N)=O)CCC2	-3	-43	-8	11	-1	-34	2	-38
COc1cc(OC)cc(-c2nnc(SCC(=O)Nc3cccc(C(=O)O)c3)s2)c1	-3	8	-3	11	5	-1	-5	-4
Cc1cc([N+](=O)[O-])nn1CC(=O)NC(C)c1ccccc1 (stereo unspecified)	2	-16	-6	5	19	-17	-6	4
Cc1ccccc1CC(=O)NC1CCN(Cc2ccccc2)CC1	-13	-9	2	-1	2	3	11	10
COc1ccc(Cn2nnc3c(=O)[nH]c(C4CCCN(C(=O)c5ccccc5)C4)nc32)cc1 (stereo unspecified)	-6	3	-8	4	-5	7	0	4
CCCc1cc(=S)n2c([nH]c3ccccc32)c1C#N	4	-14	-12	14	-12	-19	11	5
CCCCOC(=O)Nc1ccc(N2CCOCC2)cc1	-4	-50	0	12	2	-48	-6	-73
c1ccc(OCCCCN2CCCCC2)cc1	-17	3	8	6	-1	7	16	0
O=C(NC(=S)Nc1ncccn1)c1ccc(F)cc1	8	-121	-9	18	10	-100	12	-26
Cc1nc2nc[nH]n2c(=O)c1NS(=O)(=O)c1ccc([N+](=O)[O-])cc1	-8	2	2	-8	-79	13	-12	18
COc1ccc2c(Cl)c(C(=O)NCCCn3ccnc3)sc2c1	-4	-4	-1	-11	18	-23	-5	16
CCCCc1c(O)nc2sc3cc(OC)ccc3n2c1=O	1	-9	-5	-29	1	-65	-3	-15
COCCn1c(=N)c(C(=O)NCc2ccco2)cc2c(=O)n3ccccc3nc21	12	-3	6	17	0	16	4	16
COc1ccc(-n2cc(C(=O)O)c3ccccc3c2=O)cc1	0	-12	19	-2	-15	1	-4	7
O=C1C2C3C=CC(C3)C2C(=O)N1c1ccc2ccccc2c1 (stereo unspecified)	-12	-10	-3	7	7	-21	-1	-2
CC(C)NC(=O)N(C)C[C@H]1Oc2ccc(NC(=O)NC3CCCCC3)cc2C(=O)N([C@H](C)CO)C[C@@H]1C	1	-12	-8	8	7	1	-5	-7
CC(=O)C1=C(C)N(Cc2ccco2)C(=O)C1(NC(=O)C1CCCCC1)C(F)(F)F (stereo unspecified)	-13	-17	-24	0	5	-6	0	0
Cc1ccc2nc(Nc3ccc(C)c(Cl)c3)c3nncn3c2c1	5	4	6	-11	-18	-1	-10	8
O=C(O)/C=C\C(=O)Nc1ccc(Oc2ccccc2)cc1	0	6	0	10	10	-3	-3	-3
C=C1CCC[C@]2(C)C[C@H]3OC(=O)C(CNC(C)(CO)CO)[C@H]3CC12 (stereo partly specified)	-8	23	7	3	-4	17	-26	8
COc1cc(/C=C(\NC(=O)c2cc(OC)c(OC)c(OC)c2)C(=O)NC(C(=O)O)c2ccccc2)cc(OC)c1OC (stereo unspecified)	3	1	-11	-2	1	5	-2	7
CCC(CCCO)CCC[C@H](C)CCC1OCCO1 (stereo partly specified)	4	10	2	16	4	5	-8	5
CC1=NN(C(N)=S)C(=O)C1N=Nc1ccccc1C (stereo unspecified)	5	-15	-32	38	22	-34	16	-18
Cc1csc(NC(C)c2nc3cc(C(F)(F)F)ccc3n2CCOCCO)n1 (stereo unspecified)	-2	-6	5	9	5	18	1	5
CCCC(CCC)c1nc2ccncc2[nH]1	7	3	-8	-1	-7	5	-1	2
COc1ccc(Cn2cc(F)c(=O)n(C)c2=O)cc1[N+](=O)[O-]	1	17	1	4	9	15	0	-18
O=Cc1cn(CC(=O)NCC2CCCO2)c2ccccc12 (stereo unspecified)	-6	8	0	-20	0	-24	-4	-5
CC(C)Cn1c(N)c(C(=O)COC(=O)c2cccc(Cl)c2)c(=O)n(C)c1=O	23	10	19	20	-4	-1	-3	10
O=C(O)CCC(=O)NN1C(=O)c2ccccc2NC1c1ccc(F)cc1 (stereo unspecified)	-22	1	4	0	0	16	-11	4
Cc1nnc(SCC(=O)NCc2ccccc2Cl)n(N)c1=O	-4	16	7	2	2	1	-23	-1
C(=N\n1cnnc1)/c1ccc(OCc2ccccc2)cc1	-8	-14	5	-8	12	16	9	5

Three compounds picked at random from the list so far:
SMILES	EBI2 block	Jurkat NFkB inh	UBC13 inh	CCR6 antag	APJ antagonist	697 NFkB inh	CXCR6 inh	Gli-Sufu block
CCC(CCCO)CCC[C@H](C)CCC1OCCO1 (stereo partly specified)	4	10	2	16	4	5	-8	5
CC(C)Cn1c(N)c(C(=O)COC(=O)c2cccc(Cl)c2)c(=O)n(C)c1=O	23	10	19	20	-4	-1	-3	10
CC1=NN(C(N)=S)C(=O)C1N=Nc1ccccc1C (stereo unspecified)	5	-15	-32	38	22	-34	16	-18

Twelve entries out of the list, arranged by count of non-hydrogen atoms, highest first.
SMILES	EBI2 block	Jurkat NFkB inh	UBC13 inh	CCR6 antag	APJ antagonist	697 NFkB inh	CXCR6 inh	Gli-Sufu block
COc1cc(/C=C(\NC(=O)c2cc(OC)c(OC)c(OC)c2)C(=O)NC(C(=O)O)c2ccccc2)cc(OC)c1OC (stereo unspecified)	3	1	-11	-2	1	5	-2	7
CC(C)NC(=O)N(C)C[C@H]1Oc2ccc(NC(=O)NC3CCCCC3)cc2C(=O)N([C@H](C)CO)C[C@@H]1C	1	-12	-8	8	7	1	-5	-7
CC(=O)C1=C(C)N(Cc2ccco2)C(=O)C1(NC(=O)C1CCCCC1)C(F)(F)F (stereo unspecified)	-13	-17	-24	0	5	-6	0	0
Cc1csc(NC(C)c2nc3cc(C(F)(F)F)ccc3n2CCOCCO)n1 (stereo unspecified)	-2	-6	5	9	5	18	1	5
CC(C)Cn1c(N)c(C(=O)COC(=O)c2cccc(Cl)c2)c(=O)n(C)c1=O	23	10	19	20	-4	-1	-3	10
O=C(O)CCC(=O)NN1C(=O)c2ccccc2NC1c1ccc(F)cc1 (stereo unspecified)	-22	1	4	0	0	16	-11	4
C=C1CCC[C@]2(C)C[C@H]3OC(=O)C(CNC(C)(CO)CO)[C@H]3CC12 (stereo partly specified)	-8	23	7	3	-4	17	-26	8
Cc1ccc2nc(Nc3ccc(C)c(Cl)c3)c3nncn3c2c1	5	4	6	-11	-18	-1	-10	8
O=C1C2C3C=CC(C3)C2C(=O)N1c1ccc2ccccc2c1 (stereo unspecified)	-12	-10	-3	7	7	-21	-1	-2
O=Cc1cn(CC(=O)NCC2CCCO2)c2ccccc12 (stereo unspecified)	-6	8	0	-20	0	-24	-4	-5
CCC(CCCO)CCC[C@H](C)CCC1OCCO1 (stereo partly specified)	4	10	2	16	4	5	-8	5
CCCC(CCC)c1nc2ccncc2[nH]1	7	3	-8	-1	-7	5	-1	2

(cont.)
SMILES	EBI2 block	Jurkat NFkB inh	UBC13 inh	CCR6 antag	APJ antagonist	697 NFkB inh	CXCR6 inh	Gli-Sufu block
Cc1ccc(NC(=O)COC(=O)CCc2nc3ccccc3c(=O)[nH]2)cc1Cl	-6	2	20	1	13	5	2	-2
S=C(NCc1ccccn1)Nc1ccccc1	3	-26	-31	-26	7	-29	-4	-1
COc1ccc(/C=C2/C(=O)OCc3cc(OC)c(OC)cc32)cc1	11	55*	-14	7	23	-68	-5	4
O=C(CN1CCN(S(=O)(=O)c2ccc3ccccc3c2)CC1)NC(=O)NC1CCCCC1	7	8	-1	3	-21	8	8	-7
Cc1ccc(/C=N\Nc2nc3ccc(Cl)cc3[nH]2)o1	-5	-88	-8	10	-37	-107	-9	-26
CCn1c2ccccc2c2cc(/C=N/NC(=O)c3ccc(O)cc3)ccc21	11	20	-5	5	-3	-25	-3	3
COCCn1c(C)cc(C(=O)COC(=O)c2ccc(N3CCCC3=O)cc2)c1C	2	-6	4	3	3	-8	3	0
COc1ccc(CNCC(=O)Nc2cccc(S(N)(=O)=O)c2)cc1	2	16	-1	2	8	20	3	4
CN(C)/C=C1/Nc2ccccc2C1=O	-1	-44	-18	10	-21	-25	-5	-3
CCc1cc(C(c2ccc(F)cc2)N2CCOCC2)c(NC(=O)c2ccccc2)s1 (stereo unspecified)	17	-18	-7	15	5	-24	5	-110
COc1ccc(C/C(=N\O)c2ccc(OC)cc2)cc1	-7	-8	3	-3	13	-9	-10	-16
OC1=C(O)c2nc3cc(F)ccc3nc21	-22	0	-26	1	9	9	2	1
Cc1ccnc(NC(=O)c2cccc(S(=O)(=O)N3CCCc4ccccc43)c2)c1	15	-141	5	24	6	-151	-2	-5
Cc1cc(Nc2cc(C)on2)n2ncnc2n1	-6	3	6	2	23	10	1	-4
COc1ccccc1NC(=O)CSc1nnnn1Cc1ccccc1	2	-3	10	11	17	3	3	5
